LmPK inh: inhibitors of Leishmania mexicana pyruvate kinase. Potency, µM (highest dose often 57.5 µM), for inactives: at the highest dose activity change, negative = inhibition, usual class: inhibitors. purified LmPK, Kinase-Glo ATP luminescence, 1 h. AID 1721. hit rate 0.37% among 290,000
Target sequence (Q27686 whole entry, looked up): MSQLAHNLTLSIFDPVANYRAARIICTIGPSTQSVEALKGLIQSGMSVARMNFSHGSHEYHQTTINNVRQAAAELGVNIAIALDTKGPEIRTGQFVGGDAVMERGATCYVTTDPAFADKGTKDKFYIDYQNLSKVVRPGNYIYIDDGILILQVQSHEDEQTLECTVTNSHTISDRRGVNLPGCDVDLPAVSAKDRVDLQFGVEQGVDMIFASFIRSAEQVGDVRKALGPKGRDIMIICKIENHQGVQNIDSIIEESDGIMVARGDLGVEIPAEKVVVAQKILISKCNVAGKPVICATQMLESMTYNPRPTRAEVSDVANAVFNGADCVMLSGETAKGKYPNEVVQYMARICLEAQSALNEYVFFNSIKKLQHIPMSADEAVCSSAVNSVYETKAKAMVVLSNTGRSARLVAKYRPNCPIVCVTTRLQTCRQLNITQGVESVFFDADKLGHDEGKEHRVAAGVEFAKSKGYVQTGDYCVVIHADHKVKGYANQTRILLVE
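In 50 mM imidazole pH 7.2 with 7 mM MgCl2, LmPK (0.1 nM) turned over PEP (0.5 mM) and ADP (0.1 mM) for 1 h at room temperature. Luciferase read-out of ATP.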
Pf growth 96h: inhibits malaria parasite growth, 96 h | P. falciparum luciferase reporter growth, 96 h | Potency, µM (highest dose often 28.7 µM), without a hit: top-dose activity change, negative = inhibition, actives largely listed as inhibitors | hit rate 6.9% among 320,000
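P. falciparum expressing integrated firefly luciferase grown in erythrocytes (2% hematocrit, 0.05% parasitemia final) with compounds for 96 hours at 37 C, 5% CO2. Growth inhibition read as loss of luminescence after adding luciferase detection reagent.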
HCV inhibitor: HCV inhibition | Huh7.5.1 HCVcc-Cre infection, luciferase reporter, 44 h | hit rate 3.4% among 340,000 | Potency, µM (highest dose often 41.8 µM), for inactives: at the top dose activity change, negative = inhibition, usual class: inhibitors
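Compounds are dispensed onto cells plated 4 h earlier at 1,000 per well, with HCVcc-Cre virus (about 0.5 moi) added next. Following 44 h of culture, luminescent signal is measured for 15 sec after 15 min with substrate at room temperature.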
Sm TGR block: S. mansoni TGR enzyme inhibition; AID 485364; Potency, µM (series often up to 114 µM), inactives show top-dose activity change, negative = inhibition, hits mostly inhibitors; purified TGR, DTNB reduction, TNB absorbance 405 nm; hit rate 3% among 360,000; further: nearly all actives have a fitted effect of over 60% in size
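TGR 20 nM + NADPH 100 uM (dispensed conc.), cpd preinc 15 min RT; start with NADPH (500 uM addition) then DTNB (15 mM addition). Kinetic TNB absorbance, 405 nm filter. Four-parameter Hill fit across titration.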
Tb PYK inh: blocks Trypanosoma brucei pyruvate kinase; hit rate 0.12% among 410,000; Q57TT1; Potency, µM (doses to about 76.8 µM), inactives show at the highest dose activity, negative = inhibition, usual class: inhibitors; TbPYK enzyme, Kinase-Glo Plus ATP luminescence, 45 min; further: nearly all actives have a fitted effect of over 50% in size
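Screened from lowest to highest concentration, compounds were pinned into TbPYK/substrate mixtures, and ADP (130 uM final) was added. Plates sat at room temperature for 45 min prior to Kinase-Glo Plus detection by luminescence.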
Pf growth 48h: P. falciparum growth inhibition at 48 hours (one generation). Potency, µM (series often up to 28.7 µM), for the others: at the top dose activity change, negative = inhibition, most hits filed as inhibitors. P. falciparum luciferase growth in erythrocytes, 48 h. hit rate 5.9% among 310,000
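Here the parasites carry a stable luciferase gene and grow inside erythrocytes in Albumax-based RPMI medium with compound for one erythrocytic cycle. Activity is scored as loss of luminescent signal.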
The depositor's hits bear a star; ? = inconclusive; . = no result given; [ ] = another dose, or the depositor's remark. The call rests on the fitted dose curve; in most records, active means well fitted curve in the direction sought with a large enough effect; inconclusive means small, poorly fitted or top-dose-only effect, or another doubt; inactive means no such curve, though single readings can be large; an effect the other way counts as inactive or inconclusive. On the % scale 0 is the no-effect control and ±100 the full control effect; potency means the concentration at half of the fitted maximal effect. Compounds were not picked by outcome; any-hit rate near 16%.

SMILES	LmPK inh	Pf growth 96h	HCV inhibitor	Sm TGR block	Tb PYK inh	Pf growth 48h
O=C(CCCC(=O)OCC(=O)NC1CCCC1)Nc1ccccn1	-10%	3%	11%	-5%	-3%	-10%
CCCCS(=O)(=O)CC(COc1ccccc1)OC(=O)c1ccccc1 (stereo not given)	0%	.	-1%	?	1%	?
COCCCn1c(C(=O)NCCN2CCOCC2)cc2c(=O)n3cccc(C)c3nc21	6%	1%	17%	2%	4%	2%
CCOc1ccc(-n2c(=O)c3sccc3n(CC(=O)NCCc3ccc(OC)c(OC)c3)c2=O)cc1	-3%	19%	-19%	-10%	3%	16%
C=CCNC(=O)CN(Cc1ccccc1)S(=O)(=O)c1ccc(C)cc1	3%	33%[activator]	-8%	-2%	6%	?
COc1cc(CNC(C)(C)CO)ccc1OCC(=O)Nc1ccc(Br)cc1	0%	-13%	13µM*	2%	6%	9%
CCc1ccc(NP(=O)(Oc2ccccc2F)Oc2ccccc2F)cc1	-3%	?	-3%	-12%	-6%	?
O=C(c1ccc(NC2=NC3CS(=O)(=O)CC3S2)cc1)N1CCN(C(=O)c2ccco2)CC1 (stereo not given)	-4%	12%	-9%[8.37 µM]	0%	-2%	5%
CCN(CC)C(=O)C1CC(=O)OC1(C)C (stereo not given)	0%	-1%	19%	-3%	1%	9%
Cc1cc(NC(=O)CSc2nc(C(C)C)nc3sc(C)c(C)c23)no1	0%	77%[activator]	-1%	-2%	-2%	-23%
COc1cccc(-c2noc(C3CCCN(C(=O)c4ccccc4OC)C3)n2)c1 (stereo not given)	-1%	?	?	5%	0%	66%[activator]
Cc1cccc(NC(=O)CCCN=C2NS(=O)(=O)c3ccccc32)c1C	.	?	-11%	2%	0%	?
COc1ccc(Nc2ncnc3sc(-c4ccccc4)cc23)cc1	1%	-2%	10µM*	14%	10%	?
COCCNC(=O)CN(c1ccc(F)cc1)S(=O)(=O)c1ccc2c(c1)OCCO2	2%	-20%	1%	5%	6%	0%
Cc1ccc(N2C(=O)CC(N3CCN(C4CCc5ccccc5C4)CC3)C2=O)cc1 (stereo not given)	4%	.	9%	?	-5%	16%
CCOC(=O)CSc1ccc(S(=O)(=O)N2CCCC2)cc1[N+](=O)[O-]	-1%	-2%	-17%	4%	9%	-10%
Cc1cc(C)nc(-n2nc(C)cc2NC(=O)c2ccc(F)cc2F)n1	4%	9.3µM*	-17%	-6%	-18%	10µM*
Cc1c(N2C(=O)c3ccc(Br)cc3C2=O)c(=O)n(-c2ccccc2)n1C	0%	?	-5%	8%	0%	13%
CC1(C)CC(=O)C(C2=NC3(CCCCC3)Cc3ccccc32)=C(O)C1	-7%	?	-6%	13%	-2%	?
COC(=O)C1(S(=O)(=O)c2cc(Br)cc3c2N(C(C)=O)CC3)CC1	-1%	77%[activator]	7%	11%	-9%	9.3µM*
O=C(CN1C(=O)C2CCCCC2C1=O)NC1CCCc2ccccc21 (stereo not given)	.	26%	9%	6%	0%	?
O=C(NCCCn1ccnc1)C(Cc1ccccc1)N1C(=O)c2ccccc2C1=O (stereo not given)	2%	.	14%	-8%	-6%	15%
CCOc1cc(N2CCOCC2)c(OCC)cc1NC(=O)CN1CCC(Cc2ccccc2)CC1	4%	?	-3%	-2%	-7%	-22%
Cc1ccc(C(=O)NCC(=O)Nc2ccncc2)cc1C	1%	-42%	6%	-23%	4%	39%[activator]
O=C(C1CCC(=O)N(C2CC2)C1)N1CCC(Oc2ccccc2F)CC1 (stereo not given)	-2%	-9%	1%	1%	-11%	-5%
COc1cccc(/C=C2/C(=O)NN(c3ccc(C)c(C)c3)C2=O)c1	6%	-4%	17%	-31%	5%	?
Cc1c(OCC(=O)NCC(O)c2ccccc2)ccc2c3c(c(=O)oc12)CCC3 (stereo not given)	-4%	12µM*	?	-5%	0%	-15%
CC(C)C(NS(=O)(=O)c1ccccc1)C(=O)N1CCN(C(=O)c2ccco2)CC1 (stereo not given)	-6%	-3%	32%[activator]	-26%	-2%	-2%
Cc1ccc(S(=O)(=O)N2CCC(C(=O)NCC3CCCCC3)CC2)cc1	8%	?	?	-26%	-2%	-30%
CC1CCCCN1S(=O)(=O)c1csc(C(N)=O)c1 (stereo not given)	0%	-2%	14%	-11%	4%	0%

Among those listed so far, these have bromine:
SMILES	LmPK inh	Pf growth 96h	HCV inhibitor	Sm TGR block	Tb PYK inh	Pf growth 48h
COc1cc(CNC(C)(C)CO)ccc1OCC(=O)Nc1ccc(Br)cc1	0%	-13%	13µM*	2%	6%	9%
Cc1c(N2C(=O)c3ccc(Br)cc3C2=O)c(=O)n(-c2ccccc2)n1C	0%	?	-5%	8%	0%	13%
COC(=O)C1(S(=O)(=O)c2cc(Br)cc3c2N(C(C)=O)CC3)CC1	-1%	77%[activator]	7%	11%	-9%	9.3µM*

(next part)
SMILES	LmPK inh	Pf growth 96h	HCV inhibitor	Sm TGR block	Tb PYK inh	Pf growth 48h
CNc1sc(C(=O)c2cccs2)c(N)c1-c1nc2ccccc2s1	-4%	-14%	?	2%	?	-19%
COc1ccc(Cl)cc1NC(=O)c1noc(C)c1[N+](=O)[O-]	-7%	-25%	?	-18%	13%	7%
Cc1ccc(S(=O)(=O)Nc2ccc(O)c3ccccc23)c(C)c1	8.9µM*	23%	?	8.9µM*	-20%	2%[0.00184 µM]
CCCCNC(=O)c1onc(CSc2cccc3ccccc23)c1C(=O)O	6%	62%[activator]	16%	-25%	0%	27%
COc1ccc(-n2c(/C=C/c3ccc(O)c(OC)c3)nc3ccccc3c2=O)cc1	2%	2%	11µM*	2%	3%	?
Cc1cc(C(=O)Nc2cnc3ccccc3c2)ccc1[N+](=O)[O-]	-2%	-29%[5.75 µM]	?	-2%	1%	83%[activator]
O=C(CCn1c(=O)sc2ccccc21)NCc1cccs1	-1%	35%[activator]	1%	8%	-9%	18%
CCOC(=O)CC(NS(=O)(=O)c1ccc(OC)c(OC)c1)c1cccc([N+](=O)[O-])c1 (stereo not given)	2%	-16%	8%	0%	-7%	-3%
CCN1CCCc2cc(CN(CCN3CCOCC3)C(=S)Nc3ccc(OC)c(OC)c3)ccc21	7%	?	10%	5%	0%	5%
CN(C(=O)c1nn(C)c2c1CSc1ccccc1-2)c1ccc(F)cc1	3%	-1%	-3%	0%	-12%	25%
CCc1ccc(NC(=O)NCc2ccccn2)cc1	4%	120%[activator]	2%	0%	-4%	43%[activator]
CC(C)C1=CC2=CCC3C(C)(C(=O)O)CCCC3(C)C2CC1 (stereo not given) (tested in a mixture with another compound)	1%	?	.	?	.	?
Cc1ccc(C(=O)Nc2nc(C)c(C)s2)o1	14µM*	284%[activator]	15%	-6%	-24%	.
O=C(NN1C(=O)C2C3c4ccccc4C(c4ccccc43)C2C1=O)c1ccccc1 (stereo not given)	4%	6%	3%	19%	-13%	-7%
CCOC(=O)C1CCN(C/C=C/c2ccccc2OC)CC1	-10%	.	-12%	-33%	2%	7%
CCCN(CCC)Cc1c(C(=O)N/N=C/CCc2ccccc2)nnn1-c1nonc1N	-5%	9.3µM*	1%	5%	-4%	-2%
FC(F)(F)c1nnc2ccc(-n3ccnc3)nn12	11%	4%	9%	-20%	4%	.
CCOc1ccc(NC(=S)NNC(=O)c2ccc(Br)cc2)cc1	4%	-34%[5.75 µM]	1%	1%	0%	?
O=C(COC(=O)c1cc([N+](=O)[O-])ccc1N1CCOCC1)NCc1ccc(Cl)cc1Cl	-3%	-28%	?	1%	1%	-5%
COc1ccc(-c2nc(S(=O)(=O)c3ccccc3)c(N3CCOCC3)o2)cc1	0%	56%[activator]	6%	40µM*	7%	3%
COc1ccccc1C(=O)NNC(=O)c1ccc(Cl)cc1	1%	43%[activator]	12%	4%	-2%	51%[activator]
Cc1ccc(NC(=S)N/N=C/c2cccn2Cc2ccccc2F)cc1	9%	?	5%	4%	1%	9.3µM*
COc1ccc(NC(=O)CN2C(=O)NC(C)(C3CC3)C2=O)cc1S(=O)(=O)N1CCCCC1 (stereo not given)	.	?	?	1%	-2%	?
COC(=O)c1ccc(COc2ccc(/C=N/O)cc2OC)o1	4%	?	-4%	9%	-7%	-68%
CC1CC1C(=O)Nc1cc(S(=O)(=O)N2CCOCC2)ccc1N1CCCC1 (stereo not given)	5%	-22%	10µM*	-6%	-8%	-21%
CCOc1ccc2cc(C#N)c(SCC(=O)OC)nc2c1	3%	?	-21%	4%	5%	202%[activator]
COc1cccc(C(=O)CC(C(=O)O)c2ccc(F)cc2)c1 (stereo not given)	1%	3%	21%	17%	1%	11%
COc1ccc(-n2nc([N+](=O)[O-])c(=NCCC3=CCCCC3)n2O)cc1	0%	?	-4%	-2%	-1%	-13%
O=C(COC(=O)C1CCCN1C(=O)c1cccs1)c1ccccc1 (stereo not given)	-8%	4%	-3%	-1%	4%	22%
O=C(CSc1ccc2c(c1)OCCO2)NCc1ccco1	4%	34%[activator]	6%	20µM*	-7%	-2%

For reference, part of the list above.
SMILES	LmPK inh	Pf growth 96h	HCV inhibitor	Sm TGR block	Tb PYK inh	Pf growth 48h
COc1ccc(-n2nc([N+](=O)[O-])c(=NCCC3=CCCCC3)n2O)cc1	0%	?	-4%	-2%	-1%	-13%
O=C(COC(=O)C1CCCN1C(=O)c1cccs1)c1ccccc1 (stereo not given)	-8%	4%	-3%	-1%	4%	22%
O=C(CSc1ccc2c(c1)OCCO2)NCc1ccco1	4%	34%[activator]	6%	20µM*	-7%	-2%

New compounds follow.
SMILES	LmPK inh	Pf growth 96h	HCV inhibitor	Sm TGR block	Tb PYK inh	Pf growth 48h
CCOC(=O)C(CC)(CCC(=O)O)c1csc(N)n1 (stereo not given)	11%	.	22%	-5%	-30%	.
Cc1cc(C)cc(OCC(=O)Nc2cccc(-c3nnc(-c4ccco4)o3)c2)c1	7%	.	-3%	0%	-17%	?
O=c1cc(-c2ccccc2)nc2nc(SCc3ccccc3)[nH]n12	0%	.	-8%	-3%	-5%	5%
CCCC(=O)OCC(=O)Nc1ccccc1Sc1ccccc1	2%	41%[activator]	-2%	-3%	4%	18%
CCOc1ccc(N=c2cc(-c3ccc(OC)cc3)oc3ccccc23)cc1	1%	?	?	-9%	4%	?
Cc1nn(C)c(Cl)c1C(=O)NCC(=O)O	0%	34%[activator]	12%	1%	3%	8%
COCCCn1c(SCC(=O)OC2CCCCC2)nnc1-c1cccs1	12%	-32%	2%	-2%	1%	-16%
CCc1ccc(C(=O)COC(=O)C(Cc2ccccc2)NC(=O)C2CCC(C)CC2)cc1 (stereo not given)	5%	75%[activator]	-3%	10%	3%	?
CCOC(=O)N1CCN(C(=O)c2cc3cc(F)ccc3[nH]2)CC1	-3%	?	28%	-16%	3%	?
COc1cc(CNC2CCCCC2)c(Br)cc1OC1CCCC1	-2%	-32%[5.75 µM]	?	5%	1%	?
CCC(C)NS(=O)(=O)c1ccc(NS(=O)(=O)c2ccccc2[N+](=O)[O-])cc1 (stereo not given)	9%	29%	17%	0%	1%	0%
CCOc1cccc(/C(O)=C2/C(=O)C(=O)N(CCOC)C2c2ccncc2)c1 (stereo not given)	1%	1%	16%	0%	-6%	20%
CCOc1ccccc1N1CCN(S(=O)(=O)c2ccc(Cl)s2)CC1	5%	.	5%	-2%	-9%	-15%

Quoted from the listing.
CCCC(=O)OCC(=O)Nc1ccccc1Sc1ccccc1 in HCV inhibitor is listed with -2%
CCc1ccc(C(=O)COC(=O)C(Cc2ccccc2)NC(=O)C2CCC(C)CC2)cc1 (stereo not given) in HCV inhibitor is listed with -3%
CCOc1ccccc1N1CCN(S(=O)(=O)c2ccc(Cl)s2)CC1 in Tb PYK inh is listed with -9%
CCC(C)NS(=O)(=O)c1ccc(NS(=O)(=O)c2ccccc2[N+](=O)[O-])cc1 (stereo not given) in Sm TGR block is listed with 0%
CCOC(=O)C(CC)(CCC(=O)O)c1csc(N)n1 (stereo not given) in Sm TGR block is listed with -5%
CCOc1ccc(N=c2cc(-c3ccc(OC)cc3)oc3ccccc23)cc1 in Sm TGR block is listed with -9%
O=c1cc(-c2ccccc2)nc2nc(SCc3ccccc3)[nH]n12 in LmPK inh is listed with 0%

Screening data from PubChem.
